M18AAP inhibitor: PfM18AAP enzyme inhibition | recombinant PfM18AAP, H-Glu-NHMec fluorogenic cleavage | AID 1822 | 1.2% of 290,000 active | inhibition, % at 7.35 µM;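 active = inhibition above the campaign mean inhibition over all tested compounds plus 3 SD, cut at about 28% in these data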;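 also: 0% = plate median of test compound wells and 100% = 2 mM ZnCl2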
IDE inh: inhibits human insulin-degrading enzyme in HEK cells | FAbetaB cleavage, fluorescence polarization | inhibition, % at 5.59 µM | 0.41% of 320,000 active | AID 434962;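 active = percent inhibition above the average of all tested compounds plus 3 SD, set per screening campaign, cut at about 16% in these data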;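 also: IDE supplied by intact live HEK cells; FP after avidin binding of uncleaved biotin substrate so inhibition keeps polarization high; 0% = DMSO wells and 100% = 60 µM reference IDE inhibitor Ii1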
NALP1 yeast inh: inhibitors of NALP1 inflammasome in yeast. inhibition, % at 10 µM. AID 2071. S. cerevisiae NALP1/ASC/caspase-1 growth, X-gal OD620, 72 h. 0.61% of 280,000 active; in the data active = inhibition mostly above about 24%, no sharp cut-off; inactive = mostly below about 32%; also: some compounds called inactive have numbers as strong as hits
IMP-1 inh: inhibitors of Pseudomonas aeruginosa IMP-1 metallo-beta-lactamase. purified IMP-1, nitrocefin hydrolysis, epi-absorbance fluorescence. inhibition, % at 5.6 µM. 0.45% of 290,000 active. AID 1556;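 active = inhibition above the mean plus 3 SD of all compounds in the same screening run, cut at about 4.5% in these data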;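 also: 0% = IMP-1 with DMSO and 100% = DMSO wells lacking enzyme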
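Assay system: purified recombinant IMP-1 beta-lactamase. Input: IMP-1 0.2 nM before substrate addition. Buffer or medium: Zinc- and detergent-supplemented HEPES buffer, pH 7.1. Schedule: 25 °C, 15 min preincubation, 25 min reaction. Signal: Epi-absorbance fluorescence, 480 nm excitation, 530 nm emission. Evaluation: percent inhibition from optical density relative to buffer-blank wells.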
IDE cell activ: IDE (human) activation, cell-based | 0.073% of 340,000 active | activation, % at 5.96 µM | HEK cells, FAbeta-B cleavage, fluorescence polarization; 0% vehicle, 100% cell-free pure enzyme wells | AID 493087;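 active = activation above the mean of all tested compounds plus 3 SD, set per screening campaign, cut at about 17% in these data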
VIM-2 inh: inhibitors of Pseudomonas aeruginosa VIM-2 metallo-beta-lactamase; purified VIM-2, nitrocefin hydrolysis, epi-absorbance fluorescence; inhibition, % at 5.6 µM; 0.89% of 290,000 active;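 active = inhibition above the mean of all tested compounds plus 3 SD, cutoff set per screening run, cut at about 7.5% in these data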;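 also: red hydrolysis product quenches plate fluorescence so inhibitors raise well fluorescence; 0% = enzyme with DMSO and 100% = DMSO without enzyme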
PHOSPHO1 inh: blocks human PHOSPHO1 phosphatase activity. recombinant PHOSPHO1, absorbance phosphatase assay. 1.1% of 290,000 active. Q8TCT1. inhibition, % at 13.3 µM; in the data active = inhibition above about 60%
Target sequence (Q8TCT1 whole entry, looked up): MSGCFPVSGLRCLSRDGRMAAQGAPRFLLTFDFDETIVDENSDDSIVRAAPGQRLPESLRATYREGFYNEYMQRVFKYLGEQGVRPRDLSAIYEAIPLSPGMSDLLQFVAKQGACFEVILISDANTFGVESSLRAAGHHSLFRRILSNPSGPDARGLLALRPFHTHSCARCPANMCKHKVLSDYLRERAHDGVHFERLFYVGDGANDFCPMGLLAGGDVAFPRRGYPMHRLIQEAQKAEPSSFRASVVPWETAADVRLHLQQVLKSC
GPR7 antagonist: blocks human GPR7 receptor signaling | GPR7-expressing cells, fluorescence antagonist assay | inhibition, % at 4.4 µM | 1.1% of 290,000 active; in the data active = inhibition above about 16%, passing the limit was not always enough;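 also: cells stimulated with the agonist NPW; 0% = agonist with vehicle and 100% = vehicle without agonist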
Target sequence (P48145 whole entry, looked up): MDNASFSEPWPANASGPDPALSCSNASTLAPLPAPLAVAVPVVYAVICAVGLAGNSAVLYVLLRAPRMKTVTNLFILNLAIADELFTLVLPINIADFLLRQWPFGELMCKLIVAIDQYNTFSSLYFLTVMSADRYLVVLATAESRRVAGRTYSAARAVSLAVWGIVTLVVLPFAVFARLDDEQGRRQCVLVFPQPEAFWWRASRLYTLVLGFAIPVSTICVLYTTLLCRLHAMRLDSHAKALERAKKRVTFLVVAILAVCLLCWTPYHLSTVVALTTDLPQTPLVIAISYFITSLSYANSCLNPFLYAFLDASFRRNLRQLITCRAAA
p-CIP stab down: p/CIP protein destabilization. Q05BA5. F442A p/CIP-EGFP cells, EGFP fluorescence, 16 h. decrease of EGFP signal, % at 10 µM. 0.01% of 290,000 active;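 active = EGFP signal decrease of at least 30% at 10 µM or well 3 SD below plate mean, unless failing retest; inactive = the rest, including hits failing retest or dose response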; also: some compounds called inactive have numbers as strong as hits; many of its hits are not listed in these tables
Active calls of the source: *; x = no result given.

SMILES	M18AAP inhibitor	IDE inh	NALP1 yeast inh	IMP-1 inh	IDE cell activ	VIM-2 inh	PHOSPHO1 inh	GPR7 antagonist	p-CIP stab down
O=C(Nc1ccccc1C(F)(F)F)N1CCN(c2ccccn2)CC1	-6	8	-7	-3.5	2	-2.7	42	3	0
Cc1cc(C)n(-c2cccc(Cl)c2C#N)n1	-2	11	x	-4.2	-16	8.7*	3	-17	-5
COc1ccc(/C=N\NC(=O)C2C(=O)NCC2c2ccccc2)cc1O (configuration not stated)	-10	-5	8	-2.3	-2	-8.8	48	0	-9
CN(C)CCCN=C(NO)c1ccc(Cl)cc1Cl	-2	4	x	-2.1	4	-1.6	27	-4	-8
CCN1C(=O)/C(=C/c2ccc(OCc3ccc(C(=O)O)cc3)c(Cl)c2)NC1=S	-5	3	1	-1.4	2	-1.1	23	20	-9
Cc1cc2n(n1)C(c1ccccc1)CC(c1ccc(Br)cc1)=N2 (configuration not stated)	-3	10	5	-3.8	-23	-3.5	8	-13	6
CCOc1cc(C2C(C(=O)c3ccco3)=C(O)C(=O)N2CC2CCCO2)ccc1O (configuration not stated)	6	-4	2	-2.3	-3	-1.0	32	-8	1
CSc1ccccc1NC(=O)c1cc(C)on1	-4	1	15	-3.5	4	-1.2	-3	-5	-7
Cc1ccc(C(=O)Nc2cccc(C(F)(F)F)c2)cc1Nc1cncnc1	8	-4	9	-2.0	-4	-2.5	-13	11	-6
O=C(CCCN1C(=O)c2ccccc2C1=O)OC1CSCC1NC(=O)c1ccccc1 (configuration not stated)	3	2	3	-1.5	3	-2.0	11	-1	-4
c1ccc(OCc2nnnn2-c2ccccc2)cc1	-5	2	-25	-3.8	4	-2.7	6	3	-6
COc1cc(OC)cc(-n2nc(C(=O)NCCCN3CCOCC3)c3ccccc3c2=O)c1	2	-4	-10	-1.5	-5	0.7	24	-4	-6
CCOP(=O)(c1ccccc1)C1(C#N)CC1 (configuration not stated)	2	3	9	-2.2	-6	-2.4	-27	-6	1
CCCn1cc(SCC(=O)NCC2CCCO2)c2ccccc21 (configuration not stated)	-6	0	38	-2.3	4	-3.0	-14	-2	0
COC(=O)C(Cc1ccccc1)NC(=O)C(CC(C)C)NC(=O)OC(C)(C)C (configuration not stated)	-5	-6	23	-2.7	6	-4.4	-16	6	-4

Quoted from the listing.
Result for CCOP(=O)(c1ccccc1)C1(C#N)CC1 (configuration not stated) in IDE cell activ: -6
Result for c1ccc(OCc2nnnn2-c2ccccc2)cc1 in IDE inh: 2

Not a retest: an excerpt of the list.
SMILES	M18AAP inhibitor	IDE inh	NALP1 yeast inh	IMP-1 inh	IDE cell activ	VIM-2 inh	PHOSPHO1 inh	GPR7 antagonist	p-CIP stab down
CN(C)CCCN=C(NO)c1ccc(Cl)cc1Cl	-2	4	x	-2.1	4	-1.6	27	-4	-8
CCN1C(=O)/C(=C/c2ccc(OCc3ccc(C(=O)O)cc3)c(Cl)c2)NC1=S	-5	3	1	-1.4	2	-1.1	23	20	-9
Cc1cc2n(n1)C(c1ccccc1)CC(c1ccc(Br)cc1)=N2 (configuration not stated)	-3	10	5	-3.8	-23	-3.5	8	-13	6
CCOc1cc(C2C(C(=O)c3ccco3)=C(O)C(=O)N2CC2CCCO2)ccc1O (configuration not stated)	6	-4	2	-2.3	-3	-1.0	32	-8	1
CSc1ccccc1NC(=O)c1cc(C)on1	-4	1	15	-3.5	4	-1.2	-3	-5	-7
Cc1ccc(C(=O)Nc2cccc(C(F)(F)F)c2)cc1Nc1cncnc1	8	-4	9	-2.0	-4	-2.5	-13	11	-6

The list continues:
SMILES	M18AAP inhibitor	IDE inh	NALP1 yeast inh	IMP-1 inh	IDE cell activ	VIM-2 inh	PHOSPHO1 inh	GPR7 antagonist	p-CIP stab down
Cc1[nH]c2c(C)cccc2c1CCNC(=O)C1CCCCC1C(=O)OCC(F)(F)F (configuration not stated)	-10	2	6	-2.8	2	2.4	-1	2	-2
O=P(c1ccccc1)(c1ccccc1)C(O)c1ccco1 (configuration not stated)	7	3	14	0.0	6	-2.6	5	8	5
COc1cc(C(=O)Nc2ccc3c(c2)N(C(=O)CN2CCN(C)CC2)c2ccccc2CC3)cc(OC)c1OC	-11	7	22	-3.4	5	-0.4	-10	0	-7
O=C(NCc1ccccn1)Nc1cccc(F)c1	-3	0	-3	-1.1	4	-1.5	48	-6	-5
CCOc1ccccc1OCC(=O)Nc1ccc(S(=O)(=O)Nc2nc(C)cc(C)n2)cc1	-1	0	-3	0.0	5	-3.8	16	-4	2
COc1cccc(C2c3[nH]c4ccccc4c3CCN2Cc2ncc[nH]2)c1 (configuration not stated)	1	-1	-14	-1.6	4	-2.0	54	-8	-10
O=C(Nc1cccc(Cl)c1N1CCOCC1)c1cccnc1Cl	1	-2	x	-3.5	3	-2.2	41	-3	-3
Cc1[nH]nc2c1C(c1cn[nH]c1-c1ccc(F)cc1)C(C#N)=C(N)O2 (configuration not stated)	4	1	-14	-1.7	3	3.9	3	3	-5
CCOC(=O)N1CCN(CC(=O)n2c(C)c(C)c3ccccc32)CC1	0	6	-50	-2.8	2	2.3	-16	-5	-15
Cc1ccc(Nc2cc(C(=O)NCCCN3CCOCC3)c3ccccc3n2)c(C)c1	3	5	24	-3.4	-3	0.3	-10	-10	4
COc1ccc(OC)c(-c2cc(C(=O)N3CCc4ccccc4C3)no2)c1	-13	4	5	-4.0	5	-3.0	-17	-15	-4
COc1ccc(/C(=C/Nc2cccc(Br)c2)C(C)=O)cc1OC	0	-3	-23	-3.0	1	9.9*	16	-1	-6
CCOc1ccc(CN2CCN(CCCn3cccn3)CC2CCO)cc1 (configuration not stated)	0	1	8	-1.7	0	-1.0	-9	4	-1
CN(C)CCNc1oc(COc2ccc(Cl)cc2)nc1C#N	0	3	6	-3.4	6	-0.5	-16	-7	-11
COc1ccc(CNC(=O)C2CCN(S(=O)(=O)c3cccc4nonc34)CC2)cc1	3	-1	4	-3.8	2	-4.3	24	-9	1
O=C1CC(c2cccc(Br)c2)C2=C(CCCC2=O)N1 (configuration not stated)	-5	1	2	-4.0	9	-5.0	20	-3	-17
Cc1ccccc1C(=O)NCC(=O)NNC(=S)NC(=O)c1ccccc1	26	-2	-9	-3.2	-4	-2.4	-5	0	5
O=C(Nc1nccs1)c1c(O)c2cccc3c2n(c1=O)CCC3	4	-2	9	-3.7	x	-4.6	10	0	-21
CN(C)S(=O)(=O)c1cccc(NC(=O)c2cnccn2)c1	3	-1	-6	-2.8	x	-2.5	30	-5	5
Cc1cccc(NC(=O)CCn2cnnn2)c1	-1	-4	10	-2.0	1	-1.1	1	-4	9
Cc1nnc(SCc2nnc(-c3cccs3)o2)n1C	-2	6	18	-1.2	-2	-0.6	24	7	7
Cc1ccc2[nH]c(-c3ccccc3)c(CN(C)C)c(=O)c2c1	-11	-2	8	-2.8	-1	-2.1	-12	4	-18
Cn1c(C(O)c2ccc(Br)cc2)nc(Cl)c1Cl (configuration not stated)	-6	12	-7	-3.3	5	-5.2	20	0	-2
O=C(CSc1nnc(NC(=O)c2ccccc2F)s1)NC1CC1	2	0	10	-5.1	7	-3.1	-2	-4	4
O=C1c2ccccc2NC(c2cccs2)N1NS(=O)(=O)c1ccccc1 (configuration not stated)	3	-3	-3	-2.0	6	-4.5	-20	-6	-17
Cc1ccc(S(=O)(=O)NCCC(=O)OCC(=O)Nc2ccccc2Cl)cc1	-4	8	2	0.7	3	-0.8	53	13	-12
CCn1c(SCC(=O)Nc2cc(C)on2)nnc1-c1ccccc1	-10	0	-20	-3.6	2	-3.9	-10	-5	0
COCC(=O)N1CCCC(C(=O)c2ccc(Oc3ccccc3)cc2)C1 (configuration not stated)	7	4	9	-3.1	-6	-7.0	48	2	-7
COc1cccc(Cn2c(C3CC3)nc3ccc(NC(=O)c4ccco4)cc3c2=O)c1	5	x	16	-2.4	x	-4.0	-27	-12	3
Cc1ccc(C2=NN(C(=O)CCl)C(c3cccs3)C2)o1 (configuration not stated)	-1	3	32	-0.5	2	-0.4	-2	-7	-3

Fetched by structure from the list above (three):
SMILES	M18AAP inhibitor	IDE inh	NALP1 yeast inh	IMP-1 inh	IDE cell activ	VIM-2 inh	PHOSPHO1 inh	GPR7 antagonist	p-CIP stab down
COc1cccc(Cn2c(C3CC3)nc3ccc(NC(=O)c4ccco4)cc3c2=O)c1	5	x	16	-2.4	x	-4.0	-27	-12	3
CCn1c(SCC(=O)Nc2cc(C)on2)nnc1-c1ccccc1	-10	0	-20	-3.6	2	-3.9	-10	-5	0
O=C1CC(c2cccc(Br)c2)C2=C(CCCC2=O)N1 (configuration not stated)	-5	1	2	-4.0	9	-5.0	20	-3	-17

(more compounds)
SMILES	M18AAP inhibitor	IDE inh	NALP1 yeast inh	IMP-1 inh	IDE cell activ	VIM-2 inh	PHOSPHO1 inh	GPR7 antagonist	p-CIP stab down
COc1ccccc1N(C)S(=O)(=O)c1ccc(C(=O)N2CCCc3ccccc32)cc1	-7	0	15	-0.8	1	-0.8	37	17	0
CCN(CC)c1cc(C)c2cc(NC(=O)c3ccccc3F)ccc2n1	1	0	34	-1.6	-4	-1.4	33	-11	8
Cc1cccc(C(=O)Oc2ccccc2C2C[C@]3(C)CC(=O)NC3N2C(=O)c2cccc(C)c2)c1 (some centres not stated)	-5	10	-2	-1.9	1	-2.6	13	16	7
COc1cccc(CC(NC(C)=O)C(=O)NC2CCN(S(=O)(=O)c3ccc4ccccc4c3)CC2)c1 (configuration not stated)	4	-3	-14	1.3	2	-3.5	21	-1	-2
CCCC(=O)n1nc(-c2ccccc2)nc1SC	6	-6	-3	-4.7	1	-2.5	-4	-9	-7
Cc1ccc(S(=O)(=O)Nc2cc(C)c(O)cc2C)cc1	-32	1	3	-0.1	x	0.1	-8	-16	4
Cn1c(=O)oc2cc(S(=O)(=O)NC(Cc3ccccc3)C(=O)N3CCCCC3)ccc21 (configuration not stated)	-3	0	9	-3.0	1	-4.0	22	-4	-2
N=c1n(CCN2CCCCC2)c2ccccc2n1CC(=O)c1cccc([N+](=O)[O-])c1	0	2	14	-1.3	3	0.3	14	-8	-7
COc1cc2[nH]c(C(=O)N3CCN(c4ccccc4F)CC3)cc2c(OC)c1OC	0	0	18	-3.2	4	-3.2	26	-14	14
COc1cc(C#N)ccc1OCC(=O)Nc1cccc(S(=O)(=O)N2CCCC2)c1	4	1	0	-1.3	2	-0.3	10	-6	-8
CCOC(=O)c1cc2cc(F)ccc2nc1C	1	6	4	-2.2	1	-1.3	-7	10	-16
COc1ccccc1N1CCN(CC(=O)Nc2ccc3c(c2)OCCO3)CC1	-2	-1	22	-1.8	1	-1.8	19	2	-2
COc1ccc(-c2c3c(=O)n(C)c(=O)n(C)c3cn2-c2ccccc2)cc1	-1	3	-4	-1.8	0	-2.9	-14	5	-4
C(#Cc1ccccc1)CN1CCOCC1	-1	1	2	-1.5	0	-2.8	9	-4	14
CCOC(=O)C1=C(CC)Nc2ccccc2N=C1NC(=O)c1oc2ccccc2c1C	-4	0	6	-1.0	3	-3.7	-4	-13	-5
